High-throughput results deposited in PubChem by National Center for Advancing Translational Sciences (NCATS).
FLuc counter – counter-screen for miR-21 project: firefly luciferase inhibitors or activators; purified FLuc, Km substrates, luminescence inhibition; P08659; hit rate 6.9% among 360,000; Potency, µM (series often up to 57.5 µM), inactives show at the top dose activity change, negative = inhibition, usual class: inhibitors;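 also: potency is read from the fitted curve at half-maximal effect; plate controls were vehicle for no effect and reference inhibitor for full effect; nearly all actives have a fitted effect of over 55% in size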
Target sequence (P08659 whole entry, looked up): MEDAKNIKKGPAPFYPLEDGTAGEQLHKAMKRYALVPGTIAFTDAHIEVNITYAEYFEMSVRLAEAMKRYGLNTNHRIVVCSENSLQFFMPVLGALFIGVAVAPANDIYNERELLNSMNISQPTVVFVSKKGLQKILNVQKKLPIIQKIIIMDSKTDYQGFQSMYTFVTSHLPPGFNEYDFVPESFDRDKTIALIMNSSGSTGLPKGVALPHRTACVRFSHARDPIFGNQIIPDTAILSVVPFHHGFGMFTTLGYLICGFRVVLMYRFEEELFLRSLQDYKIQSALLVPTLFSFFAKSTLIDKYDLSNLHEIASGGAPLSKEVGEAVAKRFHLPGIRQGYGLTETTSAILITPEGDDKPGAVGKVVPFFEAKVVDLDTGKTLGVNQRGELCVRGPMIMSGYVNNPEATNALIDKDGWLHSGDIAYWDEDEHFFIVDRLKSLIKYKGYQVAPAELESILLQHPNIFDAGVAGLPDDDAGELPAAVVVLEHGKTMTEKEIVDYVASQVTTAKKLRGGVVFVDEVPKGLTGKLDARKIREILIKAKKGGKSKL
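Purified P. pyralis luciferase, 10 nM final, with Km-level 10 uM D-luciferin and 10 uM ATP in 50 mM Tris acetate pH 7.5, 10 mM Mg acetate, 0.01% Tween-20, 0.05% BSA; 6-point qHTS titration about 60 µM downward; luminescence read.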
BRCA1 expr up – increases BRCA1 expression; Potency, µM (doses to about 46.1 µM), without a hit: top-dose activation, actives largely listed as activators; MCF7-BRCA1-FFLuc reporter, luminescence, 48 h; response scale: scaled: vehicle 0%, 10 µM genistein 100%; hit rate 1.1% among 380,000; also: potency is read from the fitted curve at half-maximal effect; nearly all actives have a fitted effect of over 80% in size; some results filed as inactive show a strong effect at the top dose
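MCF7-BRCA1-FFLuc cells, 2000/well in phenol-red-free MEM, attached 2 h then treated 48 h at 37 C. Luciferase luminescence read 15 min after reagent; normalized to genistein maximum activation (10microM) and DMSO, concentration-response fitted.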
ELG1 genotoxic – induces genotoxicity in HEK293T cells with luciferase-tagged ELG1; hit rate 1.3% among 330,000; HEK293T ELG1-luciferase reporter, luminescence, 16 h; Potency, µM (doses to about 46 µM), inactives show at the top dose activity change, positive = activation, actives largely listed as activators; also: potency is read from the fitted curve at half-maximal effect; % of control where 0% means no effect; nearly all actives have a fitted effect of over 60% in size
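Luminescence read-out: rising ELG1-luciferase signal, reflecting elevated ELG1 protein under genetic stress, flags genotoxic compounds. Cells were treated for 16 hr at 37 °C before ONE-Glo detection.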
NPC1 promoter act – activators of NPC1 promoter; Huh7 NPC1 promoter luciferase reporter, 24 h; Potency, µM (highest dose often 9.22 µM), for inactives: top-dose activation, actives largely listed as activators; hit rate 2.4% among 320,000; AID 485313;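 also: potency is read from the fitted curve at half-maximal effect; % of control where 0% means no effect; nearly all actives have a fitted effect of over 60% in size; reporter is driven by a mutant NPC1 promoter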
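Huh7 cells stably carrying NPC1 promoter–luciferase, plated in Opti-MEM with 10% FBS for 2 h, were exposed to compound in DMSO for 24 h at 37 °C; luciferase reagent was added for 10 min and luminescence read.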
Rab9 prom act – Rab9 promoter activation. AID 485297. Potency, µM (titrated, usually from 9.22 µM), for the others: at the highest dose activation, negative = inhibition, hits mostly activators. hit rate 2.8% among 320,000. Huh7 Rab9 promoter-luciferase reporter, luminescence, 24 h; also: potency is read from the fitted curve at half-maximal effect; % of control where 0% means no effect; nearly all actives have a fitted effect of over 60% in size
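Cells were plated at 1500 per well in reduced-serum medium with 10% FBS and left 2 h. Compound in DMSO was then added for 24 h at 37 °C. Reporter signal was read by luminescence after 10 min with luciferase detection reagent.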
Giardia killer – kills Giardia lamblia; hit rate 0.15% among 340,000; activity change, % at 7.66 µM, hits read low; Giardia lamblia trophozoite viability; in the data active = activity change below about -80%; inconclusive = between about -30% and that limit;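 also: parasites exposed to compound for two days anaerobically before the ATP read; % is scaled to controls: 0 for no effect and ±100 for the full control effect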
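Killing of trophozoites was scored by loss of ATP luminescence after a 48 hrs anaerobic exposure to compounds at 37 deg C, using 100 cells per well.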
p53 reactivation – restores transcriptional activity of mutant p53 | hit rate 0.063% among 320,000 | Potency, µM (doses to about 92.2 µM), for inactives: top-dose activity change, positive = activation, usual class: activators | H1299 p53-A138V BP100-luciferase reporter, luminescence, 24 h; also: potency is read from the fitted curve at half-maximal effect; % of control where 0% means no effect; nearly all actives have a fitted effect of over 45% in size
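H1299 (p53-null), stable ts p53-A138V + BP100-Luc; 1000 cells/well, Opti-MEM/10% FBS; cpd 4 pt, 1:5; 24 h, 37 deg C, 5% CO2; detection reagent 10 min RT; luminescence.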
PKM2 activator – PKM2 (human) enzyme activation; P14618; purified PKM2, Kinase-Glo ATP luminescence, activation; response scale: 0% is enzyme alone, no compound; Potency, µM (titrated, usually from 57.5 µM), without a hit: at the top dose activation, usual class: activators; hit rate 0.34% among 260,000; AID 1631; also: potency is read from the fitted curve at half-maximal effect; % is scaled to controls: 0 for no effect and ±100 for the full control effect; nearly all actives have a fitted effect of over 55% in size
Target sequence (P14618 whole entry, looked up): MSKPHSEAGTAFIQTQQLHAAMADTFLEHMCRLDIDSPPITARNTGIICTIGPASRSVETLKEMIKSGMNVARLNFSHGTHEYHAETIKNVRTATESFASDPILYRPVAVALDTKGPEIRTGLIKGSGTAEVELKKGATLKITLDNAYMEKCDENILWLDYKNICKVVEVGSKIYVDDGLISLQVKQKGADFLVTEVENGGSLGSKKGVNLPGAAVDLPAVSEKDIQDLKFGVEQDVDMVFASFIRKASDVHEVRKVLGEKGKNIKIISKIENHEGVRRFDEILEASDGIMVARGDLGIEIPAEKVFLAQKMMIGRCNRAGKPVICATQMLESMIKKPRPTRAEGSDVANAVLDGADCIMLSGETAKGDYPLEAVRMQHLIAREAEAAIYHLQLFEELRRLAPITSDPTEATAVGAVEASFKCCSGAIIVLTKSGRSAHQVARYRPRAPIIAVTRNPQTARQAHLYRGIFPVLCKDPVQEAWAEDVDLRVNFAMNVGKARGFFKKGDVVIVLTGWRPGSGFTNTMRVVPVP
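hPK-M2, >95% pure; 0.1 mM ADP / 0.5 mM PEP final; imidazole pH7.2 buffer w/ 7 mM MgCl2, 50 mM KCl; 1 h RT; Kinase-Glo lum. Intermediate enzyme activity for dual inhibitor/activator qHTS.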
Menin MLL FP TR – displaces Texas Red mutant MLL peptide from human menin. O00255. Menin + Texas Red MLL mutant peptide, fluorescence polarization. Potency, µM (titrated, usually from 61.6 µM), for the others: top-dose FP activity change, negative = inhibition, hits mostly inhibitors. hit rate 0.23% among 270,000. AID 1768; active = well fitted inhibition curve with a large enough effect in the polarisation, with a control signal flat, not every such curve was filed as active; inconclusive = small, poorly fitted or top-dose-only effect, or effect the other way, or a change in a side signal; inactive = no such curve, though single readings can be large or run the other way; the % refers to the polarisation; also: potency is read from the fitted curve at half-maximal effect; % of control where 0% means no effect; many of its hits are not listed in these tables
RORg inh – ROR gamma (mouse) transcription inhibition; P51450; Drosophila S2 Gal4-RORgamma UAS-luciferase reporter, 20 h; Potency, µM (doses to about 53.6 µM), inactives show at the top dose activity change, negative = inhibition, usual class: inhibitors; hit rate 5.4% among 310,000; AID 2551; also: potency is read from the fitted curve at half-maximal effect; % is scaled to controls: 0 for no effect and ±100 for the full control effect; nearly all actives have a fitted effect of over 60% in size
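Luciferase reporter read in Schneider cells carrying Gal4-RORγ (mouse) and UAS-Photinus luciferase; cells given compound 1 h before 700 uM copper sulfate induction, then incubated 20 h at ambient temperature.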
Gal4-VP16 FLuc – counter-screen for ROR gamma inhibitors: Gal4-VP16 reporter. Drosophila S2 Gal4-VP16 UAS-luciferase, luminescence, 20 h. Potency, µM (titrated, usually from 53.6 µM), inactives show top-dose activity, negative = inhibition, hits mostly inhibitors. hit rate 3.5% among 310,000. AID 2546;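 also: Gal4-VP16 expression switched on by copper sulfate through the metallothionein promoter; potency is read from the fitted curve at half-maximal effect; % is scaled to controls: 0 for no effect and ±100 for the full control effect; nearly all actives have a fitted effect of over 50% in size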
Starred values were filed as active, the others as inactive; ? = inconclusive; / = not tested or not shown; [ ] = dose if it differs, or a comment. Unless noted, calls follow the shape of the dose curve; as a rule, active = well fitted curve in the direction sought with a large enough effect; inconclusive = small, poorly fitted or top-dose-only effect, or another doubt; inactive = no such curve, though single readings can be large; an effect the other way counts as inactive or inconclusive. Only part of the results is shown, so the mix of outcomes need not match the whole.

The line under a structure holds: FLuc counter | BRCA1 expr up | ELG1 genotoxic | NPC1 promoter act | Rab9 prom act | Giardia killer | p53 reactivation | PKM2 activator | Menin MLL FP TR | RORg inh | Gal4-VP16 FLuc
Cn1c(N/N=C/c2cccs2)nc2c1c(=O)n(Cc1ccccc1)c(=O)n2C
 : 3% | 0% | -7% | -3% | -11% | -20 | -1% | 0% | -1% | 3% | -6%
CC(C)N1C/C(=C/c2ccsc2)C(=O)/C(=C/c2ccsc2)C1
 : 0% | -68% | -11% | -6% | -22% | -9 | -22% | 13% | -4% | ? | ?
COC(=O)COc1ccc(S(=O)(=O)Nc2cc([N+](=O)[O-])ccc2C)cc1
 : -16% | 2% | -3% | -4% | -4% | -7 | -8% | 0% | 6% | -1% | 8%
CCOC(=O)[C@@H]1C(c2c(OC)cc(OC)cc2OC)=NO[C@@H]1C(=O)OCC
 : 1% | 2% | -4% | -1% | -3% | 14 | 6% | -10% | -10% | 4% | -17%
CC1CN(C(=O)c2cc(-c3ccncc3)nc3ccccc23)CC(C)O1 (centres undefined)
 : -2% | -41% | -1% | -1% | -6% | 5 | 13% | / | / | / | /
Cn1c(N)c(C(=O)COC(=O)CCCc2nc3ccccc3s2)c(=O)n(C)c1=O
 : -12% | -17% | 5% | -5% | -4% | 10 | 1% | 3% | -4% | ? | ?
Cn1c(SCc2c(Cl)cccc2Cl)nnc1-c1ccc2nonc2c1
 : -3% | 0% | -8% | -3% | -2% | 3 | -4% | 4% | / | 31% | -8%
COC(=O)c1ccc(C(C(=O)NC2CCCCC2)N(Cc2ccccc2)C(=O)Cc2cccs2)cc1 (centres undefined)
 : -1% | -30% | -3% | -7% | -8% | -16 | 4% | 1% | -20% | -5%[10 µM] | -22%
CCCCC(C(=O)OCC)C(N)Cc1ccc(F)cc1 (centres undefined)
 : -2% | -3% | -12% | 0% | 4% | 2 | 14% | -12% | -16% | -4% | -7%
CCN=C1S/C(=C\c2ccc(OCC)c(OC)c2)C(=O)N1CC
 : 1% | -5% | -5% | -5% | -1% | 17 | 4% | -2% | -22% | ? | 3%
O=S(=O)(Nc1ccc(Cl)nn1)c1ccccc1
 : -1% | -5% | 0% | -6% | -2% | -22 | 0% | 1% | -1% | -4% | 5%
CN(C)CCn1c2c(c(SCC(=O)Nc3ccccc3C(F)(F)F)nc1=O)CCCC2
 : 1% | -11% | 1% | -6% | -1% | -8 | 4% | / | / | / | /
CCOC(=O)c1[nH]c(C)c(C(=O)N2CCN(c3ccccc3)CC2)c1C
 : 2% | -28% | 0% | -4% | -26% | -9 | -6% | 10% | -8% | 28% | 4%
Cn1c(SCCSc2nnc(-c3ccccc3)n2C)nnc1-c1ccccc1
 : -1% | / | 1% | 5% | -3% | / | 7% | 5% | 4% | -11% | -6%
Cc1c(-c2ccccc2)nc2ccccc2c1C(=O)O
 : 1% | 9% | 0% | -2% | 1% | 1 | 13% | -6% | -10% | -8% | 5%
CCOC(=O)C(CC)Sc1nc2c(c(=O)[nH]c(=O)n2C)n1C/C=C(/C)Cl (centres undefined)
 : -2% | -9% | 0% | 0% | -6% | -27 | ? | 1% | -27% | 28% | -7%
CCCC(=O)NC(c1ccccc1OC)c1ccc2cccnc2c1O (centres undefined)
 : 2% | -93% | -6% | -18% | -49%[inhibitor] | -4 | 12% | ? | -16% | 5µM* | 2.2µM*
Cc1cc(=O)oc2c(CN(CC(C)C)CC(C)C)c(O)ccc12
 : ? | -24% | 1% | 0% | -5% | 11 | -4% | 0% | / | 0% | 1%
Cc1cc(S(=O)(=O)NCCc2ccccc2)c(C)s1
 : 5% | 1% | 0% | 2% | -3% | 2 | 0% | 8% | -3% | 30% | -6%
CC(C)N(Cc1ccccc1)C(=O)c1ccc2c(c1)OCO2
 : 1% | 13% | -8% | -4% | 19% | -9 | 2% | -6% | / | -12% | 7%
CCn1c(=O)c2ccccc2n2c(SCC(=O)N3CCCc4ccccc43)nnc12
 : 3% | -29% | -1% | 2% | 2% | -10 | 2% | -1% | -6% | -5% | 4%
CCn1cc(/C=N\NC(=O)c2c[nH]c3ccccc23)c(C)n1
 : 21µM* | 46% | 4% | 15% | 19% | 21 | 29% | -9% | -11% | 5% | 15%
O=C1Nc2ccccc2CCc2ccccc21
 : 5% | -2% | 2% | -1% | -4% | ? | 0% | / | / | / | /
O=C(c1cccc(C(F)(F)F)c1)C1CCCN(C(=O)CCc2cnccn2)C1 (centres undefined)
 : 0% | -14% | -7% | -2% | 0% | -1 | -1% | 0% | -2% | 41% | -22%
Cc1c(C(=O)Nc2ccc(Cl)cc2)c2ccccn2c1C(=O)c1ccccc1
 : -10% | -4% | 2% | -8% | 2% | 18 | 8% | 11% | ? | -31% | -26%
Cc1ccccc1N(CC(=O)N1CCOCC1)S(C)(=O)=O
 : -4% | -7% | -11% | -2% | 14% | -15 | 2% | 5% | 11% | 25% | ?
NC(=O)COC(=O)C(Cc1ccccc1)NS(=O)(=O)c1ccccc1F (centres undefined)
 : -1% | -3% | 18% | 2% | 0% | -6 | -1% | 16% | 2% | 4% | -4%
O=C(NCc1ccccc1Cl)c1csc2c1CCCCC2
 : -13% | 0% | 2% | -3% | 1% | 9 | 2% | 3% | / | 30% | 12%
O=C(c1cc(Sc2ccc(Cl)cc2)nc2ccccc12)N1CCN(c2ccccn2)CC1
 : -5% | -52% | -21% | -2% | -5% | 12 | -4% | 6% | -21% | -2% | -19%
CC1CN(CC(=O)Nc2ccc(Br)cn2)CC(C)O1 (centres undefined)
 : 1% | 10% | 3% | 0% | -3% | 11 | -4% | -1% | 3% | 0% | 4%
O=C(NCCOCCOCCNC(=O)c1ccccc1)c1ccccc1
 : 1% | 1% | -2% | -6% | -4% | -22 | -7% | 1% | -26% | 30% | -4%
CC1(C)CC(=O)C2=C(C1)OC1=C(C2)C(=O)CC(C)(C)C1
 : 1% | -4% | 2% | -3% | -3% | 1 | 5% | -5% | -6% | -4% | 3%
Nc1nc(NC(=O)C(Cl)(Cl)Cl)nn1-c1ccccc1
 : -3% | 0% | 1% | -3% | -6% | -24 | 3% | 6% | 6% | 13µM* | ?
CC1(C)CC2CC(C)(CN2S(=O)(=O)c2cccc(C(=O)OCC(N)=O)c2)C1 (centres undefined)
 : 7% | -1% | 8% | 0% | -8% | -14 | 6% | / | / | / | /
Cn1c(SCC(=O)NCc2ccc3c(c2)OCO3)nnc1-c1c[nH]c2ccccc12
 : 0% | -12% | -3% | 1% | -7% | -16 | -11% | 2% | -4% | 13% | -10%
O=C(NCc1cccnc1)c1cn(CCc2ccccc2)nn1
 : 4% | 0% | -5% | 2% | 1% | -17 | -2% | 4% | -10% | -14% | -4%
COc1cccc(NC(=O)COC(=O)CCS(=O)(=O)c2ccc(C)cc2)c1
 : -1% | -15% | 3% | 14% | 14% | -4 | -1% | 3% | 1% | 5% | 3%
COc1ccc(-c2cc(=O)oc3cc(OC(C)C(=O)Nc4ccc(CN5CCOCC5)cc4)ccc23)cc1 (centres undefined)
 : -7% | -26% | -8% | -2% | -2% | -25 | 16% | / | / | 37% | -8%
COc1ccc(-c2nc(C)sc2CC(=O)O)cc1OC
 : 4% | -15% | 0% | -1% | 0% | -18 | 3% | / | 4% | 17% | -1%
O=C1CCc2cc(S(=O)(=O)N3CCC(C(=O)NCc4ccccn4)CC3)ccc2N1
 : 3% | / | 0% | -2% | 3% | / | -5% | 4% | 6% | 13µM* | ?
O=C(COC(=O)/C=C/c1ccccc1Cl)NC(=O)NCc1ccccc1
 : / | 0% | 0% | -2% | 9% | 21 | 20% | / | / | / | /
N#CC(c1ccc(O)cc1)N1CCCCC1 (centres undefined)
 : -10% | 20% | 2% | 1% | -1% | -3 | 1% | 0% | -1% | -12% | 0%
CCOCCCNC(=O)Cc1ccc(Br)cc1
 : 2% | 5% | -1% | -1% | -1% | -22 | -6% | -1% | 3% | ? | 7%
Cc1nnc(SCC(=O)N2c3ccccc3Sc3ccccc32)n1N
 : 6% | 5% | 1% | -2% | 0% | 2 | ? | 10% | 20% | ? | -1%
COc1cc(OC)c(OC)cc1CN1CCN(Cc2cccc(F)c2)CC1
 : 1% | -21% | 0% | -2% | 7% | -30 | / | 1% | 3% | -39%[1.91 µM] | 8%
CC(=O)c1cccc(NS(=O)(=O)N(C)C)c1
 : -6% | -8% | -2% | -1% | -1% | -10 | ? | -21% | 8% | 23% | -14%
Cc1cc(Nc2ccccc2)n(CCC#N)n1
 : 6% | 13% | 0% | 0% | -1% | 2 | -4% | -2% | -12% | -12% | 0%
